CIT2 TOR yeast = modulators of CIT2-GFP expression in yeast, primary screen, S. cerevisiae, GFP fusion, multiplex flow cytometry, MLPCN library; 320,000 compounds, 0.065% hits; GFP response vs DMSO, % at 10 µM; AID 2029, 2009; S. cerevisiae CIT2-GFP strain, 3 h; 100 means same as DMSO wells;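 active means GFP response relative to DMSO above a set limit, near the screen mean plus 3 SD, cut at about 150% in these data; inconclusive means Fewer than 70 cells measured for a yeast strain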;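 further: ratio of well median GFP fluorescence to mean of DMSO wells on the plate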
RPL19A TOR yeast = RPL19A-GFP expression modulators in yeast, primary screen, cell-based, S. cerevisiae, multiplex flow cytometry, MLPCN | S. cerevisiae RPL19A-GFP strain, 3 h; active compounds read low | percent response vs DMSO, % at 10 µM | 330,000 compounds, 0.3% hits | AID 2025, 2009;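 active means percent response vs DMSO below 50%; inconclusive means fewer than 70 events counted for the yeast strain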;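 further: median channel GFP fluorescence of the barcoded RPL19A-GFP strain; ratio of sample median GFP to plate DMSO average so 100% = DMSO; lower means less RPL19A-GFP as with rapamycin TOR inhibition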
LAP4 TOR yeast = modulators of LAP4-GFP expression in yeast, primary screen, S. cerevisiae, multiplex flow cytometry, MLPCN library; 3 h; median GFP as percent of DMSO wells; GFP response vs DMSO, % at 10 µM; 320,000 compounds, 0.34% hits; AID 2023, 2009;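 active means GFP response vs DMSO above a set limit, about the screen mean plus 3 SD, cut at about 150% in these data; inconclusive means under 70 cell events counted for the yeast strain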
procasp7 counter = procaspase-7 activators, primary screen, counter-screen for procaspase-3 activator project, biochemical, absorbance, HTS, human; recombinant procaspase-7, Ac-DEVD-pNA absorbance 405 nm; D23A/D198A/D206A triple mutant, cannot self-cleave; scale: DMSO 0, 5 µM enzyme 100; activation, % at 8.5 µM; 330,000 compounds, 0.093% hits; AID 463210, 2010;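 active means percent activation above the screen-wide mean plus 3 SD, cut at about 25% in these data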
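Replicates: singlicate. Assay system: Procaspase-7 triple mutant (PC-7 D3A). Signal: 405 nm absorbance of p-nitroaniline. Times: 1 h preincubation, 2 h reaction. Buffer or medium: Zinc-free HEPES pH 7.4 with 300 mM NaCl, 0.01% Triton X-100. Also added: DEVD-pNA substrate. Benchmarks: DMSO wells as 0%, DMSO with 5 µM added PC-7 as 100%.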
AGP1-GFP MLPCN = modulators of AGP1-GFP expression in yeast TOR pathway, primary screen, cell-based, multiplex flow cytometry, S. cerevisiae, MLPCN library. 3 h; GFP as percent of DMSO wells. GFP response vs DMSO, % at 10 µM. 320,000 compounds, 0.02% hits. AID 2066, 2009;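 active means GFP response relative to DMSO above a set limit, near screen average plus 3 SD, cut at about 150% in these data; inconclusive means fewer than 70 cells counted for the yeast strain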;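 further: median GFP channel fluorescence of the gated AGP1 strain per well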
AHR activator = AHR activators, primary screen, cell-based, luminescence, luciferase reporter, human | Aryl hydrocarbon receptor (Homo sapiens), P35869 | AHR-responsive luciferase reporter cells | activation, % at 5 µM | 320,000 compounds, 2.5% hits; in the data active means activation above about 47%;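 further: 0% = vehicle wells and 100% = reference agonist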
Target sequence (P35869 whole entry, looked up): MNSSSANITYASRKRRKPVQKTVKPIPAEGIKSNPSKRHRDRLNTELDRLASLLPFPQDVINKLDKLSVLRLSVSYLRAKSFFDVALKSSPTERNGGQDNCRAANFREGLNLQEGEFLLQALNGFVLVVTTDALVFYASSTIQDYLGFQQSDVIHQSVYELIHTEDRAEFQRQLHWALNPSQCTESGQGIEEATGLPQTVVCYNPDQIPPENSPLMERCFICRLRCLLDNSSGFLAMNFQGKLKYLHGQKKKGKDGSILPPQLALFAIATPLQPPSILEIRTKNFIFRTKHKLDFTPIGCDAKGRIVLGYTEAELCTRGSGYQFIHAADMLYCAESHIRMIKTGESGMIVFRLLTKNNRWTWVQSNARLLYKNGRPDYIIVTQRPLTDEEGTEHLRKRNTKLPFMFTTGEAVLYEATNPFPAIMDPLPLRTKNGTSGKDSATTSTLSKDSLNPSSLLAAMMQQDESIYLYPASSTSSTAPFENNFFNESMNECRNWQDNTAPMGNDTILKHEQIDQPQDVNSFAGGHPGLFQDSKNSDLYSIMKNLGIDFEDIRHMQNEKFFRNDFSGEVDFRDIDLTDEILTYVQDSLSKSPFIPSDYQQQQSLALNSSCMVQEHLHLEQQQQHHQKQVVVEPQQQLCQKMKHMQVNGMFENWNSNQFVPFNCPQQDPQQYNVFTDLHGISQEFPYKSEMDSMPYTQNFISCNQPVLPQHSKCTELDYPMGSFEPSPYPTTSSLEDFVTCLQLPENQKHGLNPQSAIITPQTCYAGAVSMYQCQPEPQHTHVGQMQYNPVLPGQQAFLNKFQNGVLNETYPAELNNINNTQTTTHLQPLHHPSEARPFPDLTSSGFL
procasp3 activ = activators of human procaspase-3 D3A mutant, primary screen, biochemical, absorbance, PC-3 D3A mutant, single concentration | AID 463141, 2010 | 330,000 compounds, 0.11% hits | recombinant procaspase-3 D3A, Ac-DEVD-pNA absorbance 405 nm | activation, % at 8.5 µM | Caspase-3 (Homo sapiens), P42574;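 active means activation above the mean of all tested compounds plus 3 SD, cut at about 21% in these data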;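 further: 0% = DMSO alone and 100% = DMSO wells spiked with extra 5 µM PC-3 D3A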
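Assay system – Procaspase-3 D3A mutant, all three cleavage aspartates alanine · Controls – DMSO-only low control, 5 µM PC-3 D3A high control · Schedule – 1 h compound preincubation, 2 h substrate hydrolysis at 25 °C · Signal – 405 nm absorbance of p-nitroaniline, reads at 0 and 120 min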
MEP2 TOR yeast = modulators of MEP2-GFP levels in yeast, primary screen, S. cerevisiae, multiplex flow cytometry, MLPCN library | S. cerevisiae MEP2-GFP strain, 3 h; 100% = DMSO control level | 330,000 compounds, 0.51% hits | GFP response vs DMSO, % at 10 µM;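 active means GFP response versus DMSO above a set limit, roughly screen mean plus 3 SD, cut at about 180% in these data; inconclusive means fewer than 70 cells counted for a yeast strain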;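 further: median GFP fluorescence of the barcode-gated MEP2-GFP cells per well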
The depositor's hits bear a star; u = inconclusive; x = no result given; [ ] = dose if it differs, or a comment.

Preview (three entries):
Each structure is followed by: CIT2 TOR yeast	RPL19A TOR yeast	LAP4 TOR yeast	procasp7 counter	AGP1-GFP MLPCN	AHR activator	procasp3 activ	MEP2 TOR yeast
O=C(Cc1ccc(Cl)cc1)Nc1ccccc1CO
    108	105	102	12	110	9	0	99
CCC(C)(C(=O)NC1CCCC1)N(Cc1ccco1)C(=O)c1ccc2c(c1)OCO2 (configuration not stated)
    99	99	97	8	100	1	-7	100
COc1ccc(COCC(O)CN2CCC(CN3C(=O)c4cccc5cccc(c45)C3=O)CC2)cc1OC (configuration not stated)
    100	100	90	2	94	1	-4	105

The list itself, repeating the preview:
Each structure is followed by: CIT2 TOR yeast	RPL19A TOR yeast	LAP4 TOR yeast	procasp7 counter	AGP1-GFP MLPCN	AHR activator	procasp3 activ	MEP2 TOR yeast
O=C(Cc1ccc(Cl)cc1)Nc1ccccc1CO
    108	105	102	12	110	9	0	99
CCC(C)(C(=O)NC1CCCC1)N(Cc1ccco1)C(=O)c1ccc2c(c1)OCO2 (configuration not stated)
    99	99	97	8	100	1	-7	100
COc1ccc(COCC(O)CN2CCC(CN3C(=O)c4cccc5cccc(c45)C3=O)CC2)cc1OC (configuration not stated)
    100	100	90	2	94	1	-4	105
O=C(Nc1nc2c(Br)cc(Br)cc2c(=O)s1)C1CCC1
    102	99	112	-1	106	1	2	98
CCOc1ccc(CN2CCN(Cc3nc4c(s3)CCCC4)CC2CCO)cc1 (configuration not stated)
    101	102	94	7	98	1	0	101
CN(Cc1ccccc1)CC1CCCN(CCc2ccccc2F)C1 (configuration not stated)
    111	99	90	9	96	-1	6	103
O=C(O)c1nccnc1C(=O)N1CCN(c2ccccc2)CC1
    97	98	98	9	104	-1	-9	100
CC1=CC(C)(C)NC(=S)N1c1cccc(C)c1
    95	114	79	-7	94	1	-3	102
CC(C)=C1SC(N2CCN(c3ccc(Cl)cc3)CC2)=NC1=O
    x	79	112	1	87	-3	4	107
CCO[C@@H]1OC(C(=O)O)=C[C@H](C2CCCCC2)[C@H]1CCCO
    100	94	102	3	83	5	5	91
COc1ccc(-n2c(CNC(=O)c3cc(OC)c(OC)c(OC)c3)n[nH]c2=S)cc1
    104	104	99	2	110	-2	1	99
CCOC(=O)CC1C(=O)NCCN1S(=O)(=O)c1cccc(C(F)(F)F)c1 (configuration not stated)
    103	102	97	-3	103	-2	0	103
COc1ccccc1N1CCN(C(=O)c2cc(=O)c3cc(C)cc(C)c3o2)CC1
    93	97	88	1	99	2	-4	95
O=C(NCC(c1ccco1)N1CCCC1)c1cccc(S(=O)(=O)Nc2ccc(Br)cc2)c1 (configuration not stated)
    91	99	100	0	100	1	-2	105
O=C(c1coc2ccc(O)cc12)C1CC1
    91	90	95	4	91	-6	0	102
COc1ccc(N(CC(=O)NC2CCCCC2)C(=O)CCCC(=O)Nc2ccccn2)c(OC)c1
    99	103	104	-1	106	3	1	103
Cc1ccc(N2CC(C(=O)N3CCc4ccccc4C3)CC2=O)cc1 (configuration not stated)
    98	98	102	5	96	-5	5	99
O=C(NC1CCN(Cc2ccccc2)CC1)c1cc(Br)c(Br)[nH]1
    107	96	112	-8	104	6	0	95
CCC(C(=O)O)n1nc(-c2ccccc2)c2cc(Cl)ccc21 (configuration not stated)
    107	112	102	14	99	0	-8	101
Cc1ccc(CNC(=O)C2CCC(CNc3c(N4CCC(C)CC4)c(=O)c3=O)CC2)cc1 (configuration not stated)
    92	95	115	11	101	0	10	113
Cc1cc(C)c(S(=O)(=O)c2ccccc2C)c(N(C)C)n1
    92	101	118	12	105	-3	7	104
COc1ccc(/C=N/Nc2ncc(C(F)(F)F)cc2Cl)cc1OC
    98	97	103	1	93	2	-4	99
CN(C)c1ccc(Nc2nc(N)c([N+](=O)[O-])c(N3CCOCC3)n2)cc1
    107	95	96	-9	101	82*	8	86
FC(F)(F)c1cccc(Nc2cc(-c3ccccc3)nc3ncnn23)c1
    106	101	113	9	109	0	1	101
O=C(COC(=O)CNC(=O)c1ccc(-c2ccccc2)cc1)NCc1ccco1
    88	89	110	-5	98	1	-7	88
Cc1cc(S(=O)(=O)N2CCN(Cc3ccc4c(c3)OCO4)CC2)cc(C)c1N1CCCC1=O
    104	102	107	7	105	1	1	103
CC1(C)Cc2cccc(OCC(=O)OCC(=O)c3ccccc3)c2O1
    91	99	111	1	100	0	-3	106
CCCCC(C(=O)O)C(C)CC(=O)NNC(=O)c1ccco1 (configuration not stated)
    105	99	98	1	103	-1	-3	101
CCCC(C)c1nnc(NC(=O)c2cc(C(=O)OC)cc([N+](=O)[O-])c2)s1 (configuration not stated)
    95	98	99	-26	102	17	-20	105
Nc1cccc(C(=O)Nc2ccc3nc(-c4cccnc4)[nH]c3c2)c1
    111	109	101	4	106	7	2	106
CCOC(=O)c1c(C)[nH]c(C(=O)OCC(=O)N(CC(C)C)C2CCS(=O)(=O)C2)c1C (configuration not stated)
    98	94	100	7	95	2	11	104
Cc1cc(C)c2c(CC(=O)Nc3ccc(Cl)cn3)coc2c1
    101	100	106	2	103	15	-3	101
CCc1ccc2[nH]c(C(=O)Nc3ccc(C)c(F)c3)cc2c1
    93	102	88	x	91	x	x	105
CC(C)(C)c1ccc(S(=O)(=O)CCc2ccccn2)cc1
    95	92	96	4	93	8	-3	95
O=C(NCCCn1ccnc1)c1cccnc1
    89	96	96	6	101	10	-1	96
COc1cc(CCC(=O)Nc2ccc(S(=O)(=O)N3CCCC3)cc2)cc(OC)c1OC
    95	95	100	8	94	0	-1	110
CCOC(=O)Cc1csc(NS(=O)(=O)c2cc(Cl)ccc2Cl)n1
    93	104	94	2	96	1	-7	106
COc1ccc(NC(=O)Nc2cc(C(C)(C)C)on2)cc1OC
    93	98	94	-9	92	11	-11	99
CCO[C@H]1OC(C(=O)N2CCCCCCC2)=C[C@@H](C)[C@@H]1CCCO
    121	99	140	8	94	-3	-2	92
COc1cccc(OC2OC3COC(C)(C)OC3C(O)C2NC(C)=O)c1 (configuration not stated)
    108	101	109	-5	108	0	-3	99
O=C(c1cccc(Br)c1)N1CCCC1
    100	102	102	-4	102	5	7	103
CCOC(=O)C1CCN(C(=O)COC(=O)c2oc3ccccc3c2C)CC1
    89	90	106	0	99	-1	3	97
Cc1cc(CNC(=O)C2CCC(=O)N(Cc3ccccc3F)C2)nn1C (configuration not stated)
    89	103	78	5	90	-1	-3	91
FC(F)(F)c1ccc(CN2C[C@@H]3C(c4ccc(Cl)nc4)C4(c5ccccc5)CC3(C4)[C@H]2c2ccccc2)cc1 (some centres not stated)
    81	105	114	-7	93	0	7	96
CCN(CC(=O)Nc1ccccc1C(F)(F)F)C(=O)c1oc2ccc(OC)cc2c1C
    99	102	103	-4	104	0	-1	103
C=CCN1C=CC(=C/C=C(/C#N)C(=O)OCC)C=C1
    103	101	100	-12	102	4	1	107
COCCCNC(=O)C(F)(F)C(F)(F)C(=O)NCCCOC
    116	106	110	-13	x	0	8	110
N#Cc1cccc(S(=O)(=O)NCC(=O)OCC(=O)c2ccc[nH]2)c1
    98	97	93	-11	98	1	-8	103
Cc1cc(C)nc(NS(=O)(=O)c2ccc(NC(=O)Cn3c(=O)oc4ccccc43)cc2)n1
    91	94	100	-5	98	-3	-1	95
CC(C)Oc1cccc(C(=O)C2CCCN(C(=O)c3ccsc3)C2)c1 (configuration not stated)
    94	101	115	7	99	31	2	118

(cont.)
Each structure is followed by: CIT2 TOR yeast	RPL19A TOR yeast	LAP4 TOR yeast	procasp7 counter	AGP1-GFP MLPCN	AHR activator	procasp3 activ	MEP2 TOR yeast
COC(=O)c1c(NC(C)=O)sc(C(=O)Nc2ccccc2)c1C
    96	97	103	4	94	1	3	95
CCn1c(SCC(=O)Nc2cccc(F)c2)nc2c(c1=O)SC(C)C2 (configuration not stated)
    103	101	100	9	96	4	-1	94
O=C(O)c1cccnc1SCC(=O)C12CC3CC(CC(C3)C1)C2
    114	98	109	-9	95	5	-9	95
Cc1ccc(OCCCC(=O)Nc2ccc(Br)cc2)cc1
    x	100	103	-9	99	0	-14	98
N#C/C(=C\c1ccc(Cl)cc1)c1n[nH]c(Cn2cncn2)n1
    89	88	90	3	91	4	-6	95
CC1CCCC(NC(=O)C2COc3ccccc3O2)C1C (configuration not stated)
    106	103	101	-2	101	0	7	101
CSc1nc2c(c(=O)n1-c1ccc(C)cc1)SCC2
    106	99	104	2	104	1	2	109
Clc1ncccc1-c1nc2ccccc2n1Cc1ccccc1
    u	68[may fluoresce violet]	88[may fluoresce violet]	0	21[may fluoresce violet]	15	-11	158[may fluoresce violet]
CCCc1cc(C(N)=O)c(NC(=O)c2ccco2)s1
    101	101	104	-9	98	8	4	99
COc1cc(OC)cc(C(=O)N[C@H](C(=O)NCc2ccc(F)cc2)C(C)C)c1
    97	102	94	5	98	17	4	90

Bioassay records (PubChem BioAssay)
